# Assay outcomes as filed in PubChem.
# PLCb3 inh = human PLC-beta3 inhibitors, primary screen, biochemical, fluorescence | 1-phosphatidylinositol 4,5-bisphosphate phosphodiesterase beta-3 (Homo sapiens), Q01970 | Purified PLC-beta3, fluorogenic substrate | inhibition, % at 12.2 µM | hit rate 0.18% among 370,000; in the data active = inhibition above about 11%;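 note: 0% = median of compound wells on plate and 100% = full blocker control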
# SIAE primary = human SIAE inhibitors, primary screen, biochemical, fluorescence polarization, FP-Rh probe, 1536-well HTS; inhibition, % at 9.66 µM; hit rate 0.69% among 370,000; AID 1053197, 2014; SIAE FP-Rh probe binding;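 active = inhibition above a cutoff: mean of compounds within the control limits plus 3 SD of those, cut at about 17% in these data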;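 note: 0% = plate median of compound wells and 100% = probe without SIAE protein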
# Target sequence (Q9HAT2 whole entry, looked up): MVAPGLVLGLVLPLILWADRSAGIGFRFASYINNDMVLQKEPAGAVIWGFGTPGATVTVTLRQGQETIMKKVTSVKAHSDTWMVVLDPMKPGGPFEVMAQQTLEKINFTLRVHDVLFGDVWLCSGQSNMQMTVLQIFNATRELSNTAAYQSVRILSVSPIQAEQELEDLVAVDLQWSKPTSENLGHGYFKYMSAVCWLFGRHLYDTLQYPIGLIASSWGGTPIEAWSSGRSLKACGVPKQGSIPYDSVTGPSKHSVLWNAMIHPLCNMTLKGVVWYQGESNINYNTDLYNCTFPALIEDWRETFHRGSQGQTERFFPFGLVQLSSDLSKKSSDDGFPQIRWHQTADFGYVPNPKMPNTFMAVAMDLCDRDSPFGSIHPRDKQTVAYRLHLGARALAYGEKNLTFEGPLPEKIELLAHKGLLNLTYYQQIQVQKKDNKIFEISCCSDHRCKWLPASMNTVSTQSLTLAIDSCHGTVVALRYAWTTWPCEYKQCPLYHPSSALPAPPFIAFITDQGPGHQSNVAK
# ADAM17 inh = ADAM17 inhibitors, primary screen, biochemical, QFRET; inhibition, % at 6.95 µM; Disintegrin and metalloproteinase domain-containing protein 17 (Homo sapiens), P78536; AID 720648, 2013; recombinant ADAM17, EDANS/DABCYL FRET peptide cleavage; hit rate 0.83% among 370,000;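 active = inhibition above the mean of compounds lying between control limits plus 3 SD, set per campaign, cut at about 8.5% in these data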;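 note: 0% = DMSO-only wells as the low control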
# ADAM10 inh = human ADAM10 inhibitors, primary screen, biochemical, QFRET, HTS | Disintegrin and metalloproteinase domain-containing protein 10 (Homo sapiens), O14672 | recombinant ADAM10, EDANS/DABCYL FRET peptide cleavage, 3 h | inhibition, % at 7 µM | hit rate 0.62% among 370,000 | AID 720582, 2013;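 active = inhibition above a per-campaign cutoff equal to the mean of compounds falling between control-based bounds plus 3 SD, cut at about 20% in these data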;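 note: 0% = DMSO wells while the 100% control is not disclosed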
# TDP2 inh = human TDP2 enzyme inhibitors, primary screen, biochemical, epi absorbance, recombinant enzyme; inhibition, % at 12.8 µM; AID 720702, 2013; Tyrosyl-DNA phosphodiesterase 2 (Homo sapiens), O95551; T5PNP hydrolysis, p-nitrophenol absorbance 415 nm; hit rate 0.34% among 370,000;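 active = inhibition above the mean of all tested compounds plus 3 SD, set per campaign, cut at about 25% in these data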;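 note: 0% = DMSO with enzyme and 100% = buffer with substrate but no TDP2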
#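 Evaluation: % inhibition relative to enzyme-containing and enzyme-free wells. Material: recombinant human TDP2. Benchmarks: enzyme-free and DMSO wells. Timing: enzyme reaction with compound for 2 h at 37 °C. Compound dosing: 12.8 µM only. Measured by: p-Nitrophenol epi absorbance. Reagent: T5PNP substrate at 5 mM, a TopII-DNA adduct mimic. Replication: single well per compound.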
# ASAP1 GAP inh = inhibitors of human ASAP1 ArfGAP activity, primary screen, biochemical, fluorescence polarization | Arf-GAP with SH3 domain, ANK repeat and PH domain-containing protein 1 (Homo sapiens), … | ASAP1-stimulated ARF1 GTP hydrolysis, GDP FP detection | inhibition, % at 16.5 µM | hit rate 0.19% among 360,000 | AID 624377, 2012; in the data active = inhibition above about 25%;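 note: 0% = vehicle with enzyme and substrate and 100% = no enzyme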
# Target sequence (Q9ULH1 325-724 limits assumed): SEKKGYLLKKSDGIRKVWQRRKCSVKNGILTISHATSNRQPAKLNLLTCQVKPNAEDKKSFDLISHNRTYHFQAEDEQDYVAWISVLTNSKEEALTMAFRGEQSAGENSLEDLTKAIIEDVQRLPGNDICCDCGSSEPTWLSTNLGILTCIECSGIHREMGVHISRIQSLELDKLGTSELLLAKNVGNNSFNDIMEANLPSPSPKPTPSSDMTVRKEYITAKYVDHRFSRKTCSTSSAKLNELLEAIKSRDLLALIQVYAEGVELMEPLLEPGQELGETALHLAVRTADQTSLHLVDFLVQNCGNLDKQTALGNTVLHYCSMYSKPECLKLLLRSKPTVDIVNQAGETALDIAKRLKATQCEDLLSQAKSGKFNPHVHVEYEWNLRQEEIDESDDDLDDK
# PLC-gamma1 inh = PLC-gamma1 enzyme inhibitors, primary screen, biochemical, fluorescence, purified enzyme | hit rate 0.84% among 370,000 | AID 720700, 2013 | 1-phosphatidylinositol 4,5-bisphosphate phosphodiesterase gamma-1 (Homo sapiens), P19174 | inhibition, % at 12.2 µM | fluorogenic substrate; in the data active = inhibition above about 9.5%
# DDE Tn6 FP inh = inhibitors of Tn6 peptide binding to fibrin DD(E), primary screen, biochemical, fluorescence polarization, human fibrin, Tn6 probe. Fibrinogen beta chain (Homo sapiens), P02675. AID 720509, 2013. inhibition, % at 8.3 µM. Fibrin DD(E) TRITC-Tn6 fluorescence polarization displacement. hit rate 0.21% among 370,000;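 active = inhibition above a per-campaign cutoff: mean of compounds within control limits plus 3 SD, cut at about 15% in these data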;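 note: 0% = median of all compound wells on the plate and 100% = blocking peptide control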
# DDE Tn7 FP inh = inhibitors of Tn7 peptide binding to fibrin DD(E), primary screen, biochemical, fluorescence polarization, human fibrin, Tn7 probe. AID 720508, 2013. inhibition, % at 8.3 µM. FP displacement of FITC-Tn7 peptide from fibrin DD(E); 0% = median of compound wells per plate. hit rate 0.13% among 370,000;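 active = inhibition above the mean of compounds falling within the control limits plus 3 SD of them, cut at about 14% in these data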;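 note: 0% = plate median of compound wells and 100% = 10 µM Aha-Tn7 peptide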
#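 Assay system: Fibrin-DD(E) protein isolated from polymerized human fibrin clots; read-out basis: percent inhibition; medium: Tris/NaCl/CaCl2 buffer, pH 7.8; signal: FP measurement; incubation: 10 min plus 3 h, room temperature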
# ARFGAP1 inh = inhibitors of rat ARFGAP1 GAP activity, primary screen, biochemical, fluorescence polarization, GDP tracer; hit rate 0.26% among 360,000; Arfgap1-stimulated ARF1 GTP hydrolysis, GDP FP detection; ADP-ribosylation factor GTPase-activating protein 1 (Rattus norvegicus), Q62848; inhibition, % at 16.5 µM; AID 651572, 2012;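 active = inhibition above a per-plate limit, mean inhibition of low control wells plus 3 SD, cut at about 25% in these data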;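 note: 0% = DMSO wells with enzyme and 100% = wells lacking Arfgap1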
# Target sequence (Q62848 1-136 limits assumed): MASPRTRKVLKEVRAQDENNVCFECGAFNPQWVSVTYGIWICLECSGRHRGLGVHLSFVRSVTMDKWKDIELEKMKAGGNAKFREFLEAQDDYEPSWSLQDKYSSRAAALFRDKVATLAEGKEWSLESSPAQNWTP
#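 Assay system: purified rat His6-Arfgap1 residues 1-136 (GAP domain); Reagent: human Δ17 ARF1 bound to GTP; Dosing: 16.5 µM single point, 1.26% DMSO; Times: GTP hydrolysis reaction 2 h at 25 °C; Signal: FP, GDP Alexa 633 tracer displaced from anti-GDP antibody, 620/688 nm; Measure: % inhibition from polarization.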
# Active calls of the source: *; i = inactive.
SMILES,PLCb3 inh,SIAE primary,ADAM17 inh,ADAM10 inh,TDP2 inh,ASAP1 GAP inh,PLC-gamma1 inh,DDE Tn6 FP inh,DDE Tn7 FP inh,ARFGAP1 inh
O=C(Nc1ccon1)c1ccc(F)c(S(=O)(=O)N2CCCCC2)c1,-5.3,-4.1,-3.2,-8.5,1.1,-5.5,-0.4,8.8,2.3,-1.0
C=CCn1c(SCn2nnc3ccccc3c2=O)nnc1-c1ccc(F)cc1,-2.2,1.5,-2.8,6.4,3.9,1.9,1.2,-3.6,4.7,1.2
COC(=O)[C@H](Cc1ccccc1)NC(=O)N1CCCCC1,-5.8,9.6,-1.3,-5.0,7.1,-3.2,-0.7,0.1,-8.5,-4.1
O=C(c1ccccc1)C(O)(Cc1ccccc1)c1ccccc1 (stereo not drawn),-4.8,-4.6,4.8,8.2,16.2,-1.3,2.2,2.4,10.6,-11.5
CCCCn1c(N)c(N(CCC(C)C)C(=O)C2CC(=O)N(c3cccc(SC)c3)C2)c(=O)[nH]c1=O (stereo not drawn),-1.6,4.9,-14.6,-22.9,-2.2,5.6,0.5,1.7,4.2,6.6
CCCc1cc(N2CCC(C(N)=O)CC2)nc(-c2ccccc2)n1,-1.7,-5.4,-4.8,-5.3,8.1,-4.4,-0.8,3.1,-3.5,11.2
Cc1ccc(NC(=S)NCCN2CCOCC2)cc1,6.5,57.3*,1.3,-5.7,-14.5,-8.9,-2.3,-1.7,2.3,9.2
Cc1cc(C(=O)NNc2ccc(C)c(C)c2)no1,-28.6,-7.0,-17.7,-37.1,-10.4,-16.1,-24.9,-3.0,0.9,6.4
CC(=O)c1[nH]c(C)c(C(=O)N2CCCC(Nc3cccc(F)c3)C2)c1C (stereo not drawn),-9.0,1.4,-3.6,-5.9,2.3,-2.9,0.3,-1.2,-5.6,3.5
CCCC1(c2ccccc2)NC(=O)N(CC(=O)c2[nH]c(C)c(C(=O)OCC)c2C)C1=O (stereo not drawn),-0.4,-5.5,5.7,14.4,5.5,10.2,-1.4,-9.4,6.0,2.1
CC(C)(C)c1cc(C(=O)Nc2ccccc2)ccn1,3.0,1.6,-6.0,-18.8,-3.3,8.5,0.8,2.9,1.0,7.6
NNC(=O)c1nnn(-c2nonc2N)c1-c1cccs1,-16.6,-8.1,6.4,4.7,-9.7,-23.5,-12.6,5.5,3.3,-9.9
COc1cccc(C(=O)NC(C)c2ccc(-c3ccccc3)cc2)c1OC (stereo not drawn),-10.1,-3.8,3.8,5.0,8.6,-7.7,0.5,5.3,4.9,6.5
COC(=O)c1cc2c(c3c4cc(OC)ccc4n(S(C)(=O)=O)c13)C(=O)N(C)C2,-66.9,-1.3,-11.7,-25.9,4.4,5.6,-50.6,-4.3,-3.5,9.7
Cn1c(O)c(/C=N/Nc2ccccc2)c(=O)n(C)c1=O,-3.0,5.9,-0.9,1.7,10.2,17.7,-2.5,-2.9,0.2,6.5
O=C(CCC(=O)N1CCN(c2ccccn2)CC1)Nc1nnc(C(F)(F)F)s1,-7.5,-2.1,-1.9,-5.3,-6.0,0.9,0.9,8.0,3.9,1.6
O=C(Nc1nc(-c2cccs2)cs1)c1ccco1,-10.9,-6.6,0.7,2.2,6.1,8.6,-9.2,1.8,3.9,-2.6
N#CC1=C2SCN(Cc3ccco3)CN2C(=O)CC1c1c(F)cccc1Cl (stereo not drawn),-30.8,8.1,-4.0,-20.3,-0.6,-5.9,-21.8,2.3,4.4,1.4
COc1ccc(CCNC(=O)c2c(Cl)ccc(Cl)c2OC)cc1OC,-3.1,1.4,-1.6,-3.1,10.3,-10.9,1.2,-3.4,-4.0,1.3
CCOc1ccc(CN2CCN(Cc3[nH]c4ccc(OC)cc4c3C)CC2CCO)cc1 (stereo not drawn),-9.3,7.6,-7.5,-9.9,12.6,6.5,-7.5,-1.7,1.4,-3.6

# As a working copy, 2 of the compounds above:
SMILES,PLCb3 inh,SIAE primary,ADAM17 inh,ADAM10 inh,TDP2 inh,ASAP1 GAP inh,PLC-gamma1 inh,DDE Tn6 FP inh,DDE Tn7 FP inh,ARFGAP1 inh
COc1ccc(CCNC(=O)c2c(Cl)ccc(Cl)c2OC)cc1OC,-3.1,1.4,-1.6,-3.1,10.3,-10.9,1.2,-3.4,-4.0,1.3
CCOc1ccc(CN2CCN(Cc3[nH]c4ccc(OC)cc4c3C)CC2CCO)cc1 (stereo not drawn),-9.3,7.6,-7.5,-9.9,12.6,6.5,-7.5,-1.7,1.4,-3.6

# Continued:
SMILES,PLCb3 inh,SIAE primary,ADAM17 inh,ADAM10 inh,TDP2 inh,ASAP1 GAP inh,PLC-gamma1 inh,DDE Tn6 FP inh,DDE Tn7 FP inh,ARFGAP1 inh
CCN(CC)CCCNC(=O)CN1N=C(c2ccc(OC)cc2)CCC1=O,-4.2,-2.1,-0.7,2.5,3.0,2.1,5.4,-0.5,6.2,9.4
C/C(=N/NC(=O)CN1CCN(Cc2ccccc2Cl)CC1)c1ccco1,-6.2,2.1,-4.3,-2.0,17.7,6.3,-1.4,11.0,2.0,-7.9
O=C(Nc1ccc2ccccc2c1)C(=O)C1C(=O)Nc2ccccc21 (stereo not drawn),-8.8,12.7,-2.8,-9.8,1.2,25.1*,0.2,-1.4,0.3,-11.0
CC(C)(C)OC(=O)N[C@@H](/C=C/c1ccccc1)C(=O)OC(C)(C)C,4.4,-3.8,3.6,0.5,-10.7,-7.7,3.0,9.1,-1.0,-2.4
Cc1ccc(-n2c(C)nn(CC3CC3)c2=O)cc1,-3.3,6.1,-2.3,-20.2,-1.9,-11.9,-1.9,3.9,2.3,-0.1
CN(C)S(=O)(=O)c1ccc(S(=O)(=O)N(CC(=O)Nc2ccccc2)CC2CCCO2)cc1 (stereo not drawn),0.4,2.4,-0.8,4.3,-13.7,-9.1,1.4,-5.2,0.9,-1.3
Nc1ccc(-c2nc3ccc(N)cc3s2)cc1,i,1.4,i,i,7.9,4.1,i,0.6,-2.5,-3.4
COc1ccc(CCN(C)C(=O)CN2C(=O)NC3(CCCCC3C)C2=O)cc1OC (stereo not drawn),1.4,-4.6,-3.5,-3.2,-6.4,0.7,-1.7,-6.9,1.3,-4.3
Cn1cc(Cl)c(C(=O)OCC(=O)c2ccccc2)n1,-6.3,-1.8,-1.9,4.7,2.9,-2.5,0.5,-7.1,3.5,15.6
CC(C)(C)NCCCCOc1ccccc1F,-0.6,-1.7,-2.9,-3.1,-4.5,-10.3,-0.7,0.9,2.2,4.3
Cc1ccc(NC2c3ncccc3C(=O)N2C2CCCCC2)cc1 (stereo not drawn),0.6,-1.1,-0.1,-2.7,-8.9,0.2,0.6,1.0,-3.3,-1.3
O=C(Nc1ccc(OC(F)F)c(Cl)c1)C(c1ccccc1)c1ccccc1,1.9,-110.6,14.3*,27.6*,-3.1,4.2,1.8,-0.7,-3.7,12.6
CNC(=O)COc1coc(CN2CCN(c3cccc(Cl)c3)CC2)cc1=O,-1.8,2.7,0.2,1.8,10.5,5.4,3.4,6.2,-2.4,-8.8
N/C(COc1cc(Cl)cc(Cl)c1)=N\O,1.6,-4.3,-3.5,-6.5,-24.4,1.1,8.3,-5.2,1.2,6.3
CCC(CC)C(=O)Nc1nnc(S(=O)(=O)N2CCc3ccccc32)s1,0.6,-3.4,2.8,-9.4,-5.7,-4.5,3.0,-0.7,-3.2,5.9
COCC(=O)Oc1c(S(=O)(=O)c2ccc(C)cc2)c(C)nn1C(C)(C)C,-5.3,14.6,-0.3,-0.4,9.9,-0.8,5.0,2.7,3.9,-0.9
O=C(NCCN1CCOCC1)C(=O)NCC1OCCN1S(=O)(=O)c1ccc(Br)cc1 (stereo not drawn),-9.3,-1.5,-8.6,-10.1,-13.7,1.0,-1.0,1.2,1.9,9.2
CCN(CC)C(=O)CN1C(=O)c2cccc3cccc(c23)C1=O,-18.0,-7.9,-117.1,-342.9,-1.2,-2.7,-14.2,3.4,3.2,2.1
CC(C)NC(=O)C1(C)CCN1C(=O)C/C=C/c1ccccc1 (stereo not drawn),2.9,2.5,0.1,5.4,10.0,-8.3,2.4,2.5,4.5,-1.6
CC(C)(C)S(=O)N1C[C@@H]2CC(=O)C(CCO)=C2[C@H]1CCO (stereo partly drawn),0.3,0.9,-6.5,1.9,-0.9,2.1,3.7,-6.1,-4.3,8.8
CC(=O)NCCOC(=O)Nc1sc(=S)n(C)c1C,-0.2,-3.2,-5.0,-15.0,-1.2,-3.1,-3.0,2.1,0.9,1.8
O=C(CCCC1=NS(=O)(=O)c2ccccc2N1)Nc1ccccc1,-5.2,0.2,-1.0,5.9,3.1,-0.5,-0.9,-5.4,3.2,-2.5
COc1cc(C(=O)Nc2cc(C)ccc2C)ccc1OCc1c(C)noc1C,-2.2,-1.1,-4.7,-19.0,-2.5,-3.4,1.7,1.3,4.1,-13.1
Cc1ccc(SCc2ccc(C(=O)Nc3ccccc3C(=O)NC(C)C)cc2)cc1,-1.4,1.1,0.7,-0.6,-6.0,12.6,2.5,6.3,-1.6,-3.8
CC(C)C[C@H]1COCCS(=O)(=O)N1Cc1cccc(F)c1,4.5,-0.4,0.8,2.2,1.8,-4.0,3.9,1.8,-3.1,-5.7
CN(C)CCN1C(=O)C2C(C(=O)Nc3cc(Cl)cc(Cl)c3)C3C=CC2(O3)C1C(=O)NC1CCCCC1 (stereo not drawn),-8.2,-4.1,-0.4,-9.6,-2.7,4.5,-0.2,1.2,-1.7,11.0
Cc1ccc(S(=O)(=O)c2nc(-c3ccc(F)cc3)oc2SCC(=O)NCC2CCCO2)cc1 (stereo not drawn),0.3,5.9,-2.9,-1.4,7.5,-2.3,0.0,1.3,5.6,0.7
OCC#CCSc1nnc(-c2ccccc2Br)o1,-2.5,2.2,0.4,5.3,6.2,5.4,-1.5,1.5,0.0,5.0
CCOC(=O)C(=Nc1ccccc1)NO,-2.6,2.3,-1.0,-5.4,-7.0,9.4,5.3,0.3,-0.8,-11.4

# An unsorted share of the library (roughly 3.6% active in at least one column).
